From PubChem
SUMO1-SIM PPI: SUMO1-SIM interaction modulation; P63165; SUMO1 binding to a labelled peptide, TR-FRET, 1 h; inhibition, % at 20 µM; actives 0.33% (n = 360,000); in the data active means inhibition above about 37%
Target sequence (P63165 whole entry, looked up): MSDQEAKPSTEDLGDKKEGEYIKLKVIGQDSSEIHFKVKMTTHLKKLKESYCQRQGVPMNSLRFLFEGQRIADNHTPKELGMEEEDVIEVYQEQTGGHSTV
NadD block: blocks S. aureus nicotinate mononucleotide adenylyltransferase; inhibition, % at 20 µM; actives 0.78% (n = 360,000); AID 602399; purified NadD enzyme, colorimetric absorbance read-out; in the data active means inhibition above about 26%; further: some compounds past the cut are filed as inactive
LMPTP inh: LMPTP (human) inhibition; P24666; recombinant LMPTP-A, OMFP fluorogenic substrate, fluorescence intensity; inhibition, % at 20 µM; actives 0.22% (n = 360,000);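 active means compounds that cut the enzyme signal by at least half of the control window in the single-dose screen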;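 further: plate controls were DMSO wells with enzyme plus substrate for no effect and substrate without enzyme for full effect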
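Test system: LMPTP-A, protein tyrosine phosphatase of low molecular weight; Input: 0.625 nM enzyme; Incubation: 50 min dark incubation at room temperature; Signal: endpoint fluorescence intensity from OMFP dephosphorylation; Read-out basis: % inhibition versus control wells.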
Scp-1 inhibitor: inhibitors of human Scp-1 phosphatase; Q9GZU7; inhibition, % at 20 µM; Recombinant Scp1, phosphopeptide, malachite green phosphate absorbance; actives 0.88% (n = 340,000);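 active means inhibition above about 50% at 20 µM, limit read from the data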;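 further: plate controls were DMSO wells with enzyme for no effect and wells lacking enzyme for full effect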
Target sequence (Q9GZU7 76-261 limits assumed): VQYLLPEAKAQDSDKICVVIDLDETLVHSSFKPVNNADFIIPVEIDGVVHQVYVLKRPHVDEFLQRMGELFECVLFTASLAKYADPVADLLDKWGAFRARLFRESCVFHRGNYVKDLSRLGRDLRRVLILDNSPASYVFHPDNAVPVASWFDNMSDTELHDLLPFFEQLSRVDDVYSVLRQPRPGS
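Assay system: SCP-1 catalytic fragment, aa 76-261 | Buffer or medium: Tris acetate buffer pH 5.5 with MgCl2 and Tween-20 | Compound: One concentration, 20 µM, with 1.0% DMSO | Also added: Phospho 17-mer peptide substrate | Signal: Absorbance at 630 nm | Incubation: 45 min enzyme reaction at room temperature | Measure: % inhibition of SCP-1 phosphate liberation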
NRP1-CendR mod: modulators of CendR peptide binding to human neuropilin-1. AID 602438. actives 0.85% (n = 360,000). inhibition, % at 25 µM. FAM-RPARPAR peptide binding to NRP-1, fluorescence polarization. O14786;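 active means inhibition or corrected inhibition above about 18%, plus a signal ratio from 0.5 to 1.5, limit read from the data, passing the limit was not always enough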; further: strong numbers were not always called active
DNMT1 inh: inhibitors of human DNMT1; P26358; inhibition (reported as % activation of signal), % at 10 µM; actives 0.83% (n = 360,000); DNMT1 molecular beacon, Hinp1I cleavage, fluorescence; in the data active means inhibition above about 50%
Neddylation inh: blocks human cullin neddylation. P61081+Q13564. TR-FRET cullin neddylation, biochemical. calls only at 25 µM. actives 0.58% (n = 360,000). AID 651699; in the data active means inhibition above about 36%
SKN-1 block: inhibitors of C. elegans SKN-1. actives 0.49% (n = 360,000). C. elegans VP596 Pgst-4::GFP/RFP ratio, acrylamide-induced, 24 h. inhibition, % at 21.8 µM. AID 624304;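 active means interference check ratio from 0.5 to 1.5 plus GFP to RFP signal ratio inhibition reaching or exceeding a fixed threshold, cut at about 30% in these data, passing the limit was not always enough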; further: some compounds called inactive have numbers as strong as hits
TbMetRS inhib: blocks T. brucei methionyl-tRNA synthetase activity | purified T. brucei MetRS, ATP depletion, Kinase-Glo luminescence | inhibition, % at 11.9 µM | actives 0.4% (n = 360,000);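 active means inhibition above a per-plate cutoff of the control wells' mean inhibition plus 3 SD, cut at about 5.5% in these data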;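 further: 0% = DMSO wells median and 100% = median of wells with control inhibitor compound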
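System: purified T. brucei MetRS enzyme / Detection: Kinase-Glo luciferase luminescence reporting remaining unconsumed ATP / Medium: HEPES buffer with MgCl2, KCl, DTT, spermine, BSA, pyrophosphatase / Replication: singlicate, one well per compound / Evaluation: percent inhibition relative to median high and low control wells / Schedule: 2 h aminoacylation at 25 °C after 15 min preincubation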
STEP inh: blocks human striatal-enriched tyrosine phosphatase | actives 0.25% (n = 360,000) | P54829 | recombinant STEP, OMFP fluorogenic substrate, fluorescence | inhibition, % at 20 µM;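 active means inhibition at 20 µM, scaled per plate between control wells, above about 37%, limit read from the data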;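 further: 0% = DMSO with enzyme and substrate and 100% = substrate only without enzyme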
Target sequence (P54829 whole entry, looked up): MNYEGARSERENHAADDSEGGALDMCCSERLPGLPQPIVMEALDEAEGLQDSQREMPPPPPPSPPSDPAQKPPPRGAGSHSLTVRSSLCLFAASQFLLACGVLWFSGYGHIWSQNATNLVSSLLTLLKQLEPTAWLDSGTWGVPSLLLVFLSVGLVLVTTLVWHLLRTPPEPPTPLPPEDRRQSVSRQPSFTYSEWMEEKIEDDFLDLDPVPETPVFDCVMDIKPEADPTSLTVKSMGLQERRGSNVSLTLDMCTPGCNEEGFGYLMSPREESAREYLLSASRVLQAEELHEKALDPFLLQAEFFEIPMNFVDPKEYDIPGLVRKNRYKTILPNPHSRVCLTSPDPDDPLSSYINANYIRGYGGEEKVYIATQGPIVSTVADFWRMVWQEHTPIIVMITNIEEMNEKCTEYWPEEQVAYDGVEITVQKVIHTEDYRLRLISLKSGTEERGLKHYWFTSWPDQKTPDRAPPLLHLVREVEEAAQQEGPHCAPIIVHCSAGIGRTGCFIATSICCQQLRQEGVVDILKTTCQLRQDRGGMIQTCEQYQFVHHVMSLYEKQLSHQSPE
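System: STEP phosphatase, cell-free reaction; Buffer or medium: Bis-Tris pH 6.0 buffer with DTT, detergent; Incubation: 20 min at room temperature, dark; Measured by: fluorescence, 480/540 nm.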
Numbers without * were called inactive; i = inactive; · = no result given. Compounds were not picked by outcome. Share with any hit: about 4.6%.

SMILES	SUMO1-SIM PPI	NadD block	LMPTP inh	Scp-1 inhibitor	NRP1-CendR mod	DNMT1 inh	Neddylation inh	SKN-1 block	TbMetRS inhib	STEP inh
Cc1cccc(S(=O)(=O)N2C[C@@H](O)COC[C@@H]3O[C@H](CC(=O)NCCCN4CCOCC4)CC[C@H]32)c1	8	·	-3.5	·	3	·	i	-11	-0.7	·
O=S(=O)(NC1CCCCC1N1CCN(c2ccc(F)cc2)CC1)c1ccccc1 (stereo unspecified)	2	0	0.5	-5	14	1	i	-5	-0.2	-1
COCCN(C(=O)c1cc(-c2ccc(F)cc2)nc2ccccc12)c1c(N)n(CC(C)C)c(=O)[nH]c1=O	-4	6	-0.5	2	-7	2	i	-2	-0.3	-4
CCOC(=O)c1cc(CC)sc1/N=C/C1=C(O)CC(C)(C)CC1=O	-10	-3	0.9	-7	1	6	i	-4	-0.2	1
Cc1ccc(/C=N/NC(=O)c2cccc(NC(=O)c3ccccc3Cl)c2)o1	4	8	-0.5	-3	12	0	i	4	-0.6	0
O=C(NC(=S)NNC(=O)[C@H]1C[C@@H]1c1ccccc1)c1ccc(F)cc1	0	2	0.3	-8	-6	5	i	-11	0.2	0
Cc1ccc(NC(=O)C2(C)Cc3ccccc3C(=O)O2)cc1 (stereo unspecified)	3	0	-1.1	-6	3	0	i	-5	-1.4	-2
Cc1cccc(C)c1NC(=O)CNC(=O)c1ccncc1	2	-5	-0.9	-6	-13	2	i	-1	-0.5	-2
Nc1ccc(-c2nc3ccccc3o2)cc1	3	-40	-0.3	-57	-54	-5	·	26	-1.1	1
Cc1ccc(C)c(Cn2c3ccccc3c3cnn(CC(=O)NCc4ccccn4)c(=O)c32)c1	9	3	1.2	8	-2	-2	i	12	-0.6	0
CCc1cc(=O)oc2cc(C)cc(OC(C)C(=O)NCc3ccncc3)c12 (stereo unspecified)	-5	-4	-1.3	-3	6	4	·	4	0.1	-1
CCCN1CCC(NC(=O)Nc2ccccc2C(=O)OC)CC1	0	-1	-0.8	2	-13	3	i	10	-0.2	3
Cc1cc(C)c(C(=O)OCc2csc(CC(=O)Nc3ccccc3C)n2)c(C)c1	0	-7	2.7	4	-12	-4	i	16	-0.2	2
COc1cc(C(=O)C(=O)c2ccc(O)c(OC)c2)ccc1O	-4	0	-0.4	-8	3	2	i	-8	-0.4	0
COC(=O)Cc1[nH]nc2c1C(c1ccc(O)c(OC)c1)C(C#N)=C(N)O2 (stereo unspecified)	5	-1	-1.1	-7	-25	-2	i	5	0.0	-3
COc1ccc(S(=O)(=O)N2CCc3cc(OC)c(OC)cc3C2)cc1	4	-3	1.5	-1	-8	0	i	-8	-0.2	2
Cc1sc(-n2c(C)cc(/C=N/n3cnnc3)c2C)c(C#N)c1C	-2	4	1.1	-4	-10	-4	i	-2	-0.1	4
CCCCNC(=O)c1onc(CSc2cc(C)cc(C)c2)c1C(=O)O	5	-3	-0.8	-14	9	8	i	-11	-0.1	0
COC(=O)c1ccc(Oc2nc(NC(C)C)nc(NC(C)C)n2)cc1	-2	-1	-0.1	15	-1	6	i	-5	0.0	6
COc1ccc(O)c(/C=N/NC(=O)c2cccc(N3CCCC3=O)c2)c1	-2	0	1.6	-10	4	-1	i	-4	-0.2	-1
COc1ccc(OCC(=O)N/N=C(\C)c2cc3ccccc3o2)cc1	-11	3	-0.6	1	4	3	i	3	-0.7	-3
O=C(CSc1nc2sc3c(c2c(=O)[nH]1)CCCC3)NCCO	5	3	0.5	-10	12	-1	i	-9	0.1	-2
O=S(=O)(NCc1ccc(F)cc1)c1ccc(-n2cccn2)cc1	1	1	2.3	-5	21*	0	i	11	0.5	-2
O=C(COc1ccccc1)OCC(=O)c1ccc(S(=O)(=O)N2CCCCC2)cc1	1	7	0.0	-4	4	4	i	-20	-0.3	-2
O=C(CSc1ccc(F)cc1)Nc1cccc(S(=O)(=O)N2CCOCC2)c1	3	-3	0.0	-10	19	-6	i	8	0.6	0

No new results follow: 2 of the compounds above.
SMILES	SUMO1-SIM PPI	NadD block	LMPTP inh	Scp-1 inhibitor	NRP1-CendR mod	DNMT1 inh	Neddylation inh	SKN-1 block	TbMetRS inhib	STEP inh
Cc1cccc(S(=O)(=O)N2C[C@@H](O)COC[C@@H]3O[C@H](CC(=O)NCCCN4CCOCC4)CC[C@H]32)c1	8	·	-3.5	·	3	·	i	-11	-0.7	·
O=S(=O)(NC1CCCCC1N1CCN(c2ccc(F)cc2)CC1)c1ccccc1 (stereo unspecified)	2	0	0.5	-5	14	1	i	-5	-0.2	-1

Additional structures.
SMILES	SUMO1-SIM PPI	NadD block	LMPTP inh	Scp-1 inhibitor	NRP1-CendR mod	DNMT1 inh	Neddylation inh	SKN-1 block	TbMetRS inhib	STEP inh
CCCC(=O)Nc1ccc(C(=O)Nc2cccc(OC)c2)cc1	3	-1	-0.1	-5	0	-3	i	0	-0.2	3
Cc1ccc(NC(=O)N2CCN(C/C=C/c3ccccc3)CC2)cc1	18	0	-0.6	-2	3	-1	i	2	-0.7	-5
Cc1nsc(N)c1C(=O)O	-6	-5	-0.4	-9	8	2	i	-3	-0.8	-3
COC(CN1C(=O)C(O)=C(C(C)=O)C1c1ccccn1)OC (stereo unspecified)	-2	2	-1.0	-16	-5	6	i	-2	0.2	4
Cc1ccc(CN2CCNC(=O)C2CC(=O)N(C)CCc2ccccc2)cc1 (stereo unspecified)	0	0	-0.3	-5	4	-2	i	-4	0.0	2
CCOC(=O)COc1ccc(C(=O)c2ccccc2)c(O)c1	2	2	0.9	-13	0	2	i	-2	-0.8	1
O=C(NCCNc1nccc(C(F)(F)F)n1)c1cccs1	-1	-4	2.4	-3	3	2	i	-5	-0.3	1
CCOC(=O)C(NC(C)=O)(NC(C)C)C(F)(F)F (stereo unspecified)	1	-1	0.1	-4	-3	-2	i	-4	-0.5	-2
O=C(NNC(=O)c1ccncc1)NC1CCCCC1	1	-2	-0.6	2	-5	19	i	4	1.7	-2
Cc1[nH]nc2c1C(c1ccco1)C(C#N)=C(N)O2 (stereo unspecified)	-11	2	0.8	3	6	4	i	-13	-2.2	4
CCn1c(Cc2ccc(OC)cc2)nnc1SCC(=O)Nc1ccc(N2CCOCC2)cc1	-4	6	-0.4	-7	2	-1	i	3	-0.4	-1
CCc1nnc(NC(=O)C(c2ccccc2)c2ccccc2)s1	3	-4	-1.1	2	3	1	i	-4	-0.4	-2
Cc1cc(C)cc(N(CC(=O)NC(C)(C)C)C(=O)CCC(=O)Nc2nccs2)c1	3	2	-0.5	-2	1	4	i	6	-0.7	2
O=C(Cc1ccccc1)NCC1COc2ccccc2O1 (stereo unspecified)	0	-6	-1.8	0	2	0	i	2	-1.1	-2
O=C(C1CCN(S(=O)(=O)c2cccnc2)CC1)N1CCCCC1	3	4	-1.1	-3	-2	2	i	10	-0.9	0
O=C1NC(=O)C([N+](=O)[O-])=C(O)C1=O	-30	-1	0.4	·	2	-1	i	4	-0.2	-3
CCN(CC(=O)NC(C)(C)C)C(=O)c1ccccc1SCC(=O)NC1CCCCCCC1	-12	0	-8.4	-10	18	-6	i	1	-0.5	-2
CCc1ccccc1NC1=NCC(=O)N1Cc1ccc2c(c1)OCO2	0	2	-0.6	-2	-4	-7	i	23	-0.8	2
CCOC(=O)C1CCN(CCCSc2ccccc2)CC1	4	-5	-2.3	-5	-9	10	i	-17	-0.6	-2
NC1=NC2(CCCCC2)N(c2ccc(F)cc2F)C(N)=N1	2	0	-2.4	-1	5	1	i	-3	-0.8	-2
COc1ccccc1NC(=S)N(Cc1ccco1)Cc1cc2ccc(C)c(C)c2[nH]c1=O	1	13	-0.6	-7	-9	-6	i	7	0.0	3
Cc1noc(C)c1COc1ccccc1C(=O)NCCc1ccc(Cl)cc1	6	-7	-0.2	0	1	-3	i	-1	-0.3	3
CC1(C(=O)NC2CCCCCCC2)CCC(=O)N1Cc1ccco1 (stereo unspecified)	0	0	0.9	1	-8	1	i	-2	-1.2	-3

Exported comma-delimited: entries from further up
SMILES,SUMO1-SIM PPI,NadD block,LMPTP inh,Scp-1 inhibitor,NRP1-CendR mod,DNMT1 inh,Neddylation inh,SKN-1 block,TbMetRS inhib,STEP inh
O=C1NC(=O)C([N+](=O)[O-])=C(O)C1=O,-30,-1,0.4,·,2,-1,i,4,-0.2,-3
CC1(C(=O)NC2CCCCCCC2)CCC(=O)N1Cc1ccco1 (stereo unspecified),0,0,0.9,1,-8,1,i,-2,-1.2,-3
Cc1nsc(N)c1C(=O)O,-6,-5,-0.4,-9,8,2,i,-3,-0.8,-3
CCCC(=O)Nc1ccc(C(=O)Nc2cccc(OC)c2)cc1,3,-1,-0.1,-5,0,-3,i,0,-0.2,3
